Myeloid diff 2 – promotes myeloid progenitor differentiation | ER-HoxA9 myeloid progenitors, lysozyme-GFP differentiation, flow cytometry | calls only at 10 µM | 360,000 tested, 1% active;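 active = normalized GFP-positive differentiation at or above the plate's own cutoff, the solvent-only control mean plus 3 SD; inconclusive = no clear call, values can overlap the other calls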;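 note: cells exposed to compound for four days before flow analysis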
Myeloid diff 2 GFP+ MAC1+ % – second read-out of Myeloid diff 2, no call of its own (marks repeat the call); GFP+ MAC1+ double positive, %; measured here: differentiation confirmed by MAC1 staining
* = called active by the depositor; i = inactive; ? = inconclusive; . = not tested or not shown. The list is partial. The share of hits here may be higher or lower than overall.

SMILES	Myeloid diff 2	Myeloid diff 2 GFP+ MAC1+ %
CCCc1c(-c2cccc(Cl)c2)ncn1CCc1ccccc1OC	i	1.3
O=C(NNC(=O)c1cccs1)c1csc(N2CCOCC2)n1	i	0.6
CCC/C=C1/CCCOC(C(=O)NCCN2CCOCC2)(C(F)(F)F)C1 (configuration not stated)	i	1.0
Cc1c(NS(=O)(=O)c2cccc(C(=O)Nc3ccccc3)c2)c(=O)n(-c2ccccc2)n1C	i	0.5
COC(=O)C1=C(C(=O)OC)[C@@H]2N(C)c3ccccc3[C@@]23C[C@@H](C(=O)OC)N(C(=O)c2ccco2)C3=N1	i	0.7
COc1cccc(CNC(=O)c2ccccc2SCC(=O)N2CCCC2)c1	i	1.1
CCCCC1C(=O)N(c2ccccc2)N(c2ccc(O)cc2)C1=O (configuration not stated)	?	.
COC(=O)c1c(C)[nH]c(C(=O)C(C)OC(=O)C2CC2)c1C (configuration not stated)	i	0.6
Cc1ccc2nc(SCC(=O)OCc3ccccc3)nc(=O)n2c1	i	1.0
Cc1cccnc1NC(=O)CNC(=O)COc1ccccc1	i	0.8

In the list so far, these have nitrogen in an aromatic ring.
SMILES	Myeloid diff 2	Myeloid diff 2 GFP+ MAC1+ %
CCCc1c(-c2cccc(Cl)c2)ncn1CCc1ccccc1OC	i	1.3
O=C(NNC(=O)c1cccs1)c1csc(N2CCOCC2)n1	i	0.6
Cc1c(NS(=O)(=O)c2cccc(C(=O)Nc3ccccc3)c2)c(=O)n(-c2ccccc2)n1C	i	0.5
COC(=O)c1c(C)[nH]c(C(=O)C(C)OC(=O)C2CC2)c1C (configuration not stated)	i	0.6
Cc1ccc2nc(SCC(=O)OCc3ccccc3)nc(=O)n2c1	i	1.0
Cc1cccnc1NC(=O)CNC(=O)COc1ccccc1	i	0.8

Further compounds follow.
SMILES	Myeloid diff 2	Myeloid diff 2 GFP+ MAC1+ %
CSCCNC(=O)C1(C)CCN1C(=O)c1sccc1C (configuration not stated)	i	0.9
CC(Sc1nn(-c2ccccc2)c(=S)s1)C(=O)NCC1CCCO1 (configuration not stated)	i	1.4
Cc1cc2c(cc1C)-n1nnnc1C(N1CCN(CC(=O)N3CCCC3)CC1)C(=O)N2 (configuration not stated)	i	0.7
CC1(c2ccccc2)NC(=O)N(CC(=O)N2CCc3ccccc32)C1=O (configuration not stated)	i	1.2
CN1C[C@@H]2[C@@H]3C(=O)N(C)C(=O)[C@@H]3[C@](C)(C1=O)N2C(=O)c1ccccc1	i	1.1
COc1ccc(OC)c(S(=O)(=O)NC(C)c2ccc(-n3ccnc3)cc2)c1 (configuration not stated)	i	0.3
COc1ccc(-c2cc3ccc(OC)cc3cn2)cc1	i	1.7
Cc1ccc(C(=O)OC(C)C(=O)NC2CCCCC2C)s1 (configuration not stated)	i	0.7
CCOC(=O)C1=CCN(S(=O)(=O)c2ccccc2Cl)C1c1cccc(C)c1 (configuration not stated)	i	0.6
COc1cc(C(=O)NNC(=O)c2ccc3ccccc3n2)cc(OC)c1OC	i	0.9
CC(C)NC1(C(N)=O)CCNCC1	i	0.5
COc1ccc(NC(=O)N(Cc2ccc(C)cc2)Cc2ccccn2)c(OC)c1	i	4.0
CCN(CC(=O)Nc1c(F)cccc1F)C(=O)c1ccc2c(c1)OCO2	i	0.5
CC1CCN(C(=O)c2[nH]c(C(F)(F)F)nc2-c2ccccc2)CC1	i	1.4
CC(C)(CNC(=O)C1CCN(S(=O)(=O)c2cc([N+](=O)[O-])ccc2Cl)CC1)N1CCOCC1	i	0.9
Cc1ccc(S(=O)(=O)N2[C@@H](c3ccc(C(C)(C)C)cc3)C(C(=O)O)=CC[C@H]2c2cccs2)cc1	i	4.9
CCc1cc(C(=O)N2CCN(S(=O)(=O)c3cc(C)ccc3C)CC2)sc1C	i	0.3
Cc1sc2nc(CSC(C)C(=O)Nc3ccccn3)[nH]c(=O)c2c1C (configuration not stated)	i	1.0
CCOc1ccc(CCN2C(=S)N([C@@H](CC(C)C)CN3CCC[C@@H]3CN3C(=S)NC[C@@H]3Cc3ccc(O)cc3)C[C@@H]2CC(C)C)cc1	i	0.7
CCCn1c(=N)n(CC(=O)c2ccc(OCC(=O)OC)cc2)c2ccccc21	i	0.2
CCOC(=O)C1=CCN(S(=O)(=O)c2ccccc2C)C1c1cccc(F)c1 (configuration not stated)	i	0.5
Cn1ccc2cc(OCc3ccccc3)ccc21	i	0.6
CC(Sc1ccc(S(=O)(=O)N2CCCCC2)cn1)C(N)=O (configuration not stated)	i	2.7
COc1ccc(Cn2cc(CN3CCc4onc(-c5ccccc5OC)c4C3=O)nn2)cc1	i	0.7
OC(c1ccccc1)c1nc(-c2ccccc2)cs1 (configuration not stated)	i	1.2
CCC1(c2ccc(C)cc2)NC(=O)N(CC(=O)Nc2cccc(S(=O)(=O)N3CCCC3)c2)C1=O (configuration not stated)	i	0.5
COc1ccc(C(CNC(=O)CNS(=O)(=O)c2ccc(NC(C)=O)cc2)N2CCOCC2)cc1 (configuration not stated)	i	0.9
c1ccc(NC2=NCCN2CC2CCCCCC2)cc1	i	2.2
O=C(N[C@@H]1C/C=C\C[C@H](CC(=O)N(CCO)Cc2ccccc2)C(=O)N[C@@H](Cc2c[nH]c3ccccc23)COC1=O)OCC1c2ccccc2-c2ccccc21	i	0.7
O=C(NCCCN1CCCC1=O)c1ccc(S(=O)(=O)Nc2cccc(C(F)(F)F)c2)cc1	i	0.9

Compounds from the list above with an NH in an aromatic ring, in the order listed:
SMILES	Myeloid diff 2	Myeloid diff 2 GFP+ MAC1+ %
COC(=O)c1c(C)[nH]c(C(=O)C(C)OC(=O)C2CC2)c1C (configuration not stated)	i	0.6
CC1CCN(C(=O)c2[nH]c(C(F)(F)F)nc2-c2ccccc2)CC1	i	1.4
Cc1sc2nc(CSC(C)C(=O)Nc3ccccn3)[nH]c(=O)c2c1C (configuration not stated)	i	1.0
O=C(N[C@@H]1C/C=C\C[C@H](CC(=O)N(CCO)Cc2ccccc2)C(=O)N[C@@H](Cc2c[nH]c3ccccc23)COC1=O)OCC1c2ccccc2-c2ccccc21	i	0.7

Next structures
SMILES	Myeloid diff 2	Myeloid diff 2 GFP+ MAC1+ %
O=C(CCCCC(=O)NN=Cc1ccc(Cl)cc1)NN=Cc1ccc(Cl)cc1	i	1.1
Cc1ccc(C(=O)N2CC=C(c3ccccc3)CC2)s1	i	0.3
CN(C(=O)c1ccc(NC(=O)Cc2cccc(NC(=O)C3CCN(C(=O)C4CCC4)CC3)c2)cc1)C1CCCC1	i	0.8
CCOC(=O)C1(COCc2ccccc2)CCCCC1=O (configuration not stated)	i	1.2
Cc1ccc(OCCC(=O)OCC(=O)Nc2ccc(F)cc2)cc1	i	1.2
NC(CCc1ccccc1)c1csc(Nc2ccc(C(=O)NCCCO)cn2)n1 (configuration not stated)	i	0.7
CC1(C)CC(=Cc2ccccc2[N+](=O)[O-])C(=O)c2ccccc21	i	0.7
CCc1noc(C)c1C(=O)N(C)CC(=O)Nc1cccc(OC)c1	i	0.6
O=C(NCCCN1CCCC1=O)C1CCN(S(=O)(=O)c2c(Cl)cccc2Cl)CC1	i	0.5
O=C(COC(=O)CSc1ccc(F)cc1)NCCCc1ccccc1	i	1.0
CC(C)C[C@H]1CN([C@@H](Cc2ccc(O)cc2)CN2CCC[C@@H]2CN2C(=S)NC[C@@H]2Cc2ccccc2)C(=S)N1CC1CCCCCC1	i	1.9
COc1ccc(-c2cc(NC=O)c3ncc(-c4cccc(C(C)=O)c4)n3c2)cc1	i	0.3
CC(=O)Nc1ccc(CN(C)c2c(C)nc3ccc(C(=O)NCCc4ccccn4)cn23)cc1	i	0.8
COc1ccc(CNC(=O)c2cccc3c(-c4cnn(C)c4)coc23)cc1OC	i	2.2
Cc1ccccc1Nc1nnc(SCC(=O)NCC2CCCO2)s1 (configuration not stated)	i	1.7
O=S(=O)(CCc1ccccc1)CS(=O)(=O)CCc1ccccc1	i	0.8
Cc1ccc(OCCC(=O)OCC(=O)c2ccc3c(c2)NC(=O)CO3)cc1	i	0.7
O=C(COC(=O)c1ccccc1OCc1ccc(F)cc1)NCC1CCCO1 (configuration not stated)	i	0.2
O=C(CCC(=O)c1cccs1)OCC(=O)c1ccc(F)cc1	i	0.7
CSc1nsc(SC)c1-c1ccc(Cl)cc1	i	0.5
COc1cccc(NC(=O)CN(C)C(=O)CCN2C(=O)C3CC=CCC3C2=O)c1 (configuration not stated)	i	1.0
COCc1ccc(C(=O)OC(C)C(=O)Nc2c(C)n(C)n(-c3ccccc3)c2=O)cc1 (configuration not stated)	i	0.9
O=C1c2ccccc2C(c2nnnn2-c2ccc3c(c2)OCCO3)N1Cc1ccco1 (configuration not stated)	i	1.9
CCN(CC)CCNC(=O)c1ccc(NC(=O)c2cccc(S(=O)(=O)N(C)C3CCCCC3)c2)cc1	i	0.5
CC(=O)Nc1ccc(NC(=O)c2cc(-c3ccc(F)cc3C)n[nH]2)cc1	i	0.8
CC1CCCCC1NC(=O)CSc1nnc(-c2ccco2)n1C (configuration not stated)	i	0.3
O=C(CNC(=O)c1ccc(Br)o1)Nc1cccc(S(=O)(=O)N2CCOCC2)c1	i	0.3
COc1ccc2c(c1)[C@H]1[C@H](CO2)[C@H](c2ccccc2)[C@]2(C)C(=O)Nc3ccc(Cl)cc3C(=O)N12	i	0.0
CC(=O)c1ccc(N=Nc2c(C)[nH][nH]c2=O)cc1	i	0.8
CCOC(=O)N1CCN(C(=O)COC(=O)CNC(=O)c2ccc(OCC)c(OCC)c2)CC1	i	0.6
CC1Sc2ccc(C(=O)NCc3ccccc3Cl)cc2NC1=O (configuration not stated)	i	0.6
COCCN(CC(=O)Nc1ccccc1C(F)(F)F)C(=O)/C=C/c1ccc2ccccc2n1	i	1.5
CCCCn1c(N)c(N(CC)C(=O)Cc2ccc(S(=O)(=O)N3CCOCC3)s2)c(=O)[nH]c1=O	i	0.5
CC1(C(=O)NS(C)(=O)=O)CCN1C(=O)Cc1ccc(Cl)cc1Cl (configuration not stated)	i	1.2
N#Cc1ccc(Cl)cc1NC(=O)COC(=O)c1cccc(S(=O)(=O)N2CCOCC2)c1	i	0.2
Cc1cc(C)nc(SCC(=O)NN=Cc2ccc(C)o2)n1	i	0.6
COc1ccccc1NS(=O)(=O)c1cccc(C(=O)N/N=C(\C)c2cccnc2)c1	i	0.6
O=C(NCCN1CCC(n2c(=O)[nH]c3ccccc32)CC1)c1ccc(F)c(F)c1	i	0.2
O=C(Cn1cc(COc2ccc(Br)cc2[N+](=O)[O-])nn1)c1ccc(O)cc1	i	0.3
COc1cc(C=O)ccc1OCCOCCOc1ccc(Cl)cc1Cl	i	0.9

Reformatted with values under each structure: part of the list above
Under each structure: Myeloid diff 2 | Myeloid diff 2 GFP+ MAC1+ %
COc1ccccc1NS(=O)(=O)c1cccc(C(=O)N/N=C(\C)c2cccnc2)c1
 : i | 0.6
N#Cc1ccc(Cl)cc1NC(=O)COC(=O)c1cccc(S(=O)(=O)N2CCOCC2)c1
 : i | 0.2
CC1Sc2ccc(C(=O)NCc3ccccc3Cl)cc2NC1=O (configuration not stated)
 : i | 0.6
O=C(Cn1cc(COc2ccc(Br)cc2[N+](=O)[O-])nn1)c1ccc(O)cc1
 : i | 0.3

Remaining list, next part.
SMILES	Myeloid diff 2	Myeloid diff 2 GFP+ MAC1+ %
CN(CC(=O)Nc1c(Cl)cccc1Cl)C(=O)c1cccc(-n2cccc2)c1	i	0.5
Cc1ccc(NC(=O)c2cnc(SCC(=O)c3ccccc3)n(C)c2=O)cc1	i	1.1
CC1(C)N=C(N)NC(Nc2ccc(Cl)cc2)=N1	i	1.4
COC(=O)[C@]1(Cc2ccccc2)N[C@H](CN(C)S(=O)(=O)c2ccc(F)cc2)[C@@H]2C(=O)N(C)C(=O)[C@@H]21	i	0.6
O=C(COC(=O)C12CC3CC(CC(Br)(C3)C1)C2)Nc1c(F)cccc1F	i	0.7
C=CCNc1cc(=O)n(Cc2ccccc2)c(=O)[nH]1	i	0.7
COc1ccccc1OCC(=O)Nc1cccc(S(=O)(=O)NC2=NCCCCC2)c1	i	0.3
OCC[C@H]1C[C@H](O)[C@@H](O)[C@]2(CCCc3ccccc3O2)O1	i	1.5
COc1ccccc1[C@@H]1C(c2cccc(C)c2)=NN(c2ccc(Br)cc2)[C@H]1C(=O)N1CCOC1=O	i	0.5
CC(C)C[C@@H](CN1C(=O)C(=O)NC[C@@H]1CC(C)C)NC(=O)Cc1ccccc1	i	0.9
Cn1cnc(S(=O)(=O)N2C[C@@H](O)COC[C@@H]3O[C@H](CC(=O)NC4CCC4)CC[C@H]32)c1	i	3.2
Cc1ccc(S(=O)(=O)N(CC(=O)NCc2ccc(F)cc2)C(=O)N2CCN(C)CC2)cc1	i	1.0
Cc1ccccc1NC(=O)C1C(=O)Nc2ccccc2C(=O)N1Cc1ccccc1 (configuration not stated)	i	2.2
O=C1CCC(=O)N1CCC(=O)N(C(=O)NC1CCCCC1)C1CCCCC1	i	0.6
CC1(C)CC(=O)C=C(c2ccc(-c3cccc4c3sc3ccccc34)cc2)C1=O	i	0.7
CCC/C=C/c1ccc(CN2C(C)C(=O)N(Cc3cn(CCOCOC)nn3)CCS2(=O)=O)cc1 (configuration not stated)	i	0.3
Cc1ncoc1C(=O)NC1CCCc2c1cnn2-c1cc(F)cc(F)c1 (configuration not stated)	i	0.4
CCOc1ccc(/C=C/C(=O)OC(C)C(=O)NC2CCCCC2C)cc1OC (configuration not stated)	i	0.2
Nc1cc2c(cc1Br)-c1c(C(=O)O)cccc1C2O (configuration not stated)	?	.
O=C1NC[C@H](CCCCN2C[C@@H](Cc3ccccc3)N(Cc3ccccc3)C(=O)C2=O)N(CCC2CCCCC2)C1=O	i	1.0
Cc1ccc(S(=O)(=O)N2CCC(C(=O)Nc3ccccc3N3CCCC3)CC2)cc1	i	0.9
Cc1ccc(OCC(=O)Nc2ccc(S(=O)(=O)Nc3cc(C)nc(C)n3)cc2)c(C)c1	i	0.4
COc1ccc(C(=O)CC(CC(=O)c2ccc(OC)cc2)C(=O)O)cc1	i	1.4
O=C(Cn1nc(C(=O)O)c2ccccc2c1=O)Nc1cc(S(=O)(=O)N2CCCCC2)ccc1Cl	i	0.5
CC(C)c1ccc(NC(=O)COC(=O)[C@@H]2CCCN2C(=O)c2cccs2)cc1	i	1.3
CC(C)c1cn(CC[C@@H]2CC[C@@H](NC(=O)C3CCCCC3)[C@@H](CO)O2)nn1	i	1.4

Assay outcomes from PubChem.
